High-throughput results deposited in PubChem by several laboratories.
C-LANA FP: inhibitors of KSHV LANA C-terminal domain DNA binding | MBP-C-LANA/FAM-LBS DNA binding, fluorescence polarization | inhibition, % at 9 µM | hit rate 0.078% among 340,000 | AID 504423;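 active = highest replicate inhibition at or above 60% at 9 µM, even if other replicates fall short; inactive = all replicates below 60% inhibition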;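 also: 0% = neutral control wells and 100% = 4 µM acridine orange control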
Cardiac RTF inh: cardiac RTF calcium desensitization. P19429+P45379. IANBD-labeled cardiac RTF, Ca2+ fluorescence. inhibition, % at 7.15 µM. hit rate 0.12% among 340,000. AID 493244;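 active = inhibition above the mean inhibition of all tested compounds plus 3 SD, cut at about 17% in these data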;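 also: assay run at fixed EC70 calcium of 1.6 mM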
Rtt109 HAT inh: C. albicans Rtt109 histone acetyltransferase inhibition; Q5AAJ8; purified Rtt109/Vps75, ThioGlo CoA-SH fluorescence, 4 h; inhibition, % at 34.9 µM; hit rate 0.16% among 330,000;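 active = inhibition of at least 50% in every replicate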
Target sequence (Q5AAJ8 whole entry, looked up): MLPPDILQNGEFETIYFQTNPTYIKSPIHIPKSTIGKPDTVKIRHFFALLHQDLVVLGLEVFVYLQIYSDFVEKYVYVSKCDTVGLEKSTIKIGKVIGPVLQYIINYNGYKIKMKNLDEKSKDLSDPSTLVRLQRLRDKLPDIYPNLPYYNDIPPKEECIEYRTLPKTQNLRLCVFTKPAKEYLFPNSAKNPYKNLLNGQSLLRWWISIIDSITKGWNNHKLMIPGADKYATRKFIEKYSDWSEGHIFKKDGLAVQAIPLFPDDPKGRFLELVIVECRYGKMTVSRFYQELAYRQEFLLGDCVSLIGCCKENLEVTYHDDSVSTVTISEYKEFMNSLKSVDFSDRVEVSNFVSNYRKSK
PKA-R2B act: activators of human PKA-R2B complex; activation, % at 11.4 µM; hit rate 0.079% among 340,000; PKA-R2B holoenzyme dissociation, Cy5-IP20 fluorescence polarization; R2B truncated from residue 108, S112A mutant; 0% DMSO only, 100% 113 µM cGMP;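 active = activation above a cutoff set at the mean over all compounds plus 3 SD, cut at about 18% in these data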;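 also: higher means more holoenzyme dissociation and a rise in polarization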
cardiac RTF act: cardiac RTF calcium sensitization | IANBD-labeled TnC RTF fluorescence at EC20 calcium; 0% EC20 calcium, 100% full calcium | activation, % at 7.2 µM | hit rate 0.24% among 340,000 | AID 493008;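 active = activation above the mean over all tested compounds plus 3 SD, cut at about 30% in these data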;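 also: rise in fluorescence read as greater calcium sensitivity of cardiac thin filaments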
SR-BI DiI-HDL act: activators of SR-BI mediated HDL lipid uptake. CHO ldlA[mSR-BI] cells, DiI-HDL uptake fluorescence, 3 h; 100 = double the neutral-control signal. activation, % at 12.5 µM. hit rate 0.096% among 320,000. AID 504775;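 active = mean replicate activation of at least 60% and every replicate at or above 60%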;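 also: 0% = median plate neutral-control signal and 100% = twice that signal; values of inactives mirror those of a sister screen read the other way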
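system = CHO ldlA[mSR-BI] cells, LDL receptor-null, SR-BI overexpressing | medium = Ham's F12 with 0.5% BSA, HEPES 25 mM, pH 7.4 | probe or stimulus = DiI-HDL 10 µg/mL | compound dosing = single-point compound dose | incubation = compound exposure 3 h, 37 °C | technique = DiI fluorescence, bottom read | read-out = cell-associated DiI fluorescence as measure of HDL uptake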
DAGLB inhibitor: diacylglycerol lipase beta (human) inhibition; Q8NCG7; hit rate 0.059% among 340,000; inhibition, % at 5.17 µM; HEK293T DAGLB membrane lysate, EnzChek fluorogenic substrate; in the data active = inhibition above about 34%;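 also: 0% = enzyme with vehicle and 100% = wells lacking enzyme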
Target sequence (Q8NCG7 whole entry, looked up): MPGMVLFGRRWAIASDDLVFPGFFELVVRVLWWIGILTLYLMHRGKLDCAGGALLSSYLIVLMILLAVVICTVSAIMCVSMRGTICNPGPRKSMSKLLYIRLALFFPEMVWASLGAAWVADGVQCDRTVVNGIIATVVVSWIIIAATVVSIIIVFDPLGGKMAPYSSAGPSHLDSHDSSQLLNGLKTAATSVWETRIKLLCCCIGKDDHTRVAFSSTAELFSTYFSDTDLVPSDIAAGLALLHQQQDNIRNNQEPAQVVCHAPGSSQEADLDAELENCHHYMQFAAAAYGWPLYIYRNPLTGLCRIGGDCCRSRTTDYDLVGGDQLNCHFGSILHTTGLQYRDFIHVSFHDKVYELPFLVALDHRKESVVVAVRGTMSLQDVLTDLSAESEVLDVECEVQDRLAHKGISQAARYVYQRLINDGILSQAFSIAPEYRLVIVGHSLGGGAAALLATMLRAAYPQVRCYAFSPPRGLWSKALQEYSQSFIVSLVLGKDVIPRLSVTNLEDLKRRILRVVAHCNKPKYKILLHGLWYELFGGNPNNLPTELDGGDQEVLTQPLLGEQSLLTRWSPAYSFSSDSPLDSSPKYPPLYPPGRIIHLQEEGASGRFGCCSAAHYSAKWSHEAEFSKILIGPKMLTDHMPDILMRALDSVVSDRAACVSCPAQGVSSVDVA
Keap1-Nrf2 PPI: disrupts human Keap1 binding to Nrf2 peptide; Q14145; Keap1 Kelch-Nrf2 peptide fluorescence polarization, 1536-well; inhibition, % at 9.4 µM; hit rate 0.15% among 340,000; in the data active = inhibition above about 12%;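 also: human Keap1 Kelch domain with fluorescein labeled Nrf2 9mer peptide probe; 0% = neutral control wells and 100% = peptide positive control; higher means more block of Keap1 binding to Nrf2 peptide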
CAL PDZ FP-1: CAL PDZ (human) peptide binding inhibition | AID 602252 | inhibition, % at 24.9 µM | hit rate 0.92% among 300,000 | Q9HD26 | purified CAL PDZ, TMR-peptide fluorescence polarization, 1 h;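 active = mean inhibition of at least 30% with at least half of replicates also reaching 30%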;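 also: 0% = DMSO neutral control and 100% = excess unlabeled competitor peptide PRC23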
CAL PDZ FP-2: inhibitors of human CAL PDZ peptide binding; Q9HD26; purified CAL PDZ, TMR-peptide fluorescence polarization, 1 h; inhibition, % at 20 µM; hit rate 0.02% among 330,000; AID 504414;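 active = highest replicate inhibition of at least 40%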;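 also: plate controls were DMSO neutral control wells for no effect and unlabeled competitor peptide control wells for full effect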
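Material – purified CerCALP PDZ construct · Detection – FP readout, S and P plane fluorescence · Measure – percent inhibition from loss of millipolarization · Controls – unlabelled peptide for full inhibition, DMSO wells as neutral · Probe or stimulus – TMR-labelled reporter peptide T*-PRC34 bound in PDZ groove · Times – 1 h at RT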
The depositor's hits bear a star; . = not tested or not shown.

#1 O=S(=O)(Nc1nc2c(s1)CCCC2)c1ccc(F)cc1
#2 CCC(CO)Oc1cc(NCc2ccc(C)cc2)c2ncn(C(C)C)c2c1 (stereo not drawn)
#3 Cc1[nH]n(C(N)=S)c(=O)c1N=Nc1ccc(Br)cc1
#4 COc1ccc(OC)c(C2=NS(=O)(=O)N(C)C(C(=O)Nc3ccc(C(C)=O)cc3)=C2)c1
#5 CCOc1ccccc1C(=O)Nc1ccc(C(=O)c2ccccc2)cc1
#6 CC1CCN(c2ccc3c(c2)S(=O)(=O)c2cccc(C(=O)NC[C@@H]4CCCO4)c2C3=O)CC1
#7 COc1ccc(-c2cc(C(=O)Nc3cccnc3)no2)cc1OC
#8 Nc1cc(-c2ccco2)no1

assay / compound,1,2,3,4,5,6,7,8
C-LANA FP,0.7,-1.0,3.5,-1.3,-1.2,8.6,-1.6,2.0
Cardiac RTF inh,-8.5,7.2,-0.1,-0.1,-8.8,-20.8,-7.5,-5.3
Rtt109 HAT inh,-5.3,1.1,-2.3,7.4,-1.7,25.2,12.7,-8.9
PKA-R2B act,0.6,0.5,-13.1,-3.9,-1.3,-19.6,-0.1,-2.4
cardiac RTF act,0.0,-2.7,-3.2,1.2,0.4,5.9,-8.7,3.5
SR-BI DiI-HDL act,18.9,-17.6,-2.4,-34.7,-38.4,0.2,-17.9,7.4
DAGLB inhibitor,0.8,0.4,20.3,0.7,-9.1,-4.1,-1.8,-0.6
Keap1-Nrf2 PPI,-3.8,-1.9,1.0,-0.4,-2.6,4.6,-3.1,-5.9
CAL PDZ FP-1,-11.4,-1.8,-0.6,53.8*,-11.1,-4.4,.,-2.5
CAL PDZ FP-2,-0.7,-0.9,-0.4,0.0,-1.0,-0.4,-2.7,0.8

#9 Cn1cc(S(=O)(=O)N2CCN(c3ccccc3)CC2)c(=O)n(C)c1=O
#10 Cc1[nH]n(-c2ccccc2)c(=O)c1/C=N/NC(=O)c1ccccc1F
#11 Cc1ccc(Cn2nc(C)c(NC(=O)c3noc4c3CCCCC4)c2C)cc1
#12 CCOc1cc(/C=N/NC(=O)C(O)(c2ccccc2)c2ccccc2)ccc1OC(=O)c1ccco1
#13 O=S(=O)(NC1CC2CCC1C2)c1ccc2c(c1)OCCO2 (stereo not drawn)
#14 CCOc1ccc(C(=O)NC2CCN(S(=O)(=O)CC)CC2)cc1
#15 CCCc1cc(Nc2ccccc2OCC)n2ncnc2n1
#16 NC(=O)c1ccccc1NC(=O)CC12CC3CC(CC(Br)(C3)C1)C2

assay / compound,9,10,11,12,13,14,15,16
C-LANA FP,0.5,0.7,-0.3,0.5,0.9,0.3,-0.6,-0.3
Cardiac RTF inh,-1.3,-5.2,-3.7,-16.2,-3.6,-5.8,-23.9,-21.5
Rtt109 HAT inh,-4.3,-2.7,12.4,13.4,4.4,0.1,.,4.3
PKA-R2B act,6.3,-12.7,1.8,-4.7,-9.5,-4.9,-4.8,4.0
cardiac RTF act,1.2,0.8,-4.3,5.0,-5.3,-3.5,-0.4,-2.5
SR-BI DiI-HDL act,2.6,-105.8,-27.8,-26.6,-4.1,3.4,-0.2,.
DAGLB inhibitor,-0.3,-0.6,-1.2,-2.4,-3.1,-2.0,-4.7,1.2
Keap1-Nrf2 PPI,-0.7,-3.0,-2.7,0.8,-0.2,-5.4,-2.7,-3.8
CAL PDZ FP-1,.,-6.0,-4.4,-7.1,.,1.9,-2.0,-2.9
CAL PDZ FP-2,-0.5,-1.0,.,-0.7,0.8,-1.1,-1.1,-2.3

#17 Cc1nn(C(=O)c2ccco2)c(C)c1Sc1ccc(Br)cc1
#18 CC(NC(=O)/C(=C\c1ccco1)NC(=O)c1ccccc1Br)C(=O)O (stereo not drawn)
#19 CCOc1cc(N2CCOCC2)c(OCC)cc1NC(=O)COC(=O)c1cc(C)cc(C)c1
#20 CN(CC1COCCO1)c1nc2nonc2nc1N1CCSCC1 (stereo not drawn)
#21 CCOc1ccc(Cn2c3ccc(OC)cc3c3nc4ccccc4nc32)cc1
#22 CCCC[n+]1ccn(-c2nc3ccccc3nc2[N-]S(=O)(=O)c2ccccc2)c1
#23 CCOC(=O)c1nnn(-c2ccc(OC)cc2)c1N
#24 C=C(C)n1c(=O)[nH]c2ccccc21

assay / compound,17,18,19,20,21,22,23,24
C-LANA FP,4.7,1.1,3.3,-1.0,5.7,1.1,0.0,-0.2
Cardiac RTF inh,-1.6,13.0,-1.0,-0.7,-1.9,-19.2,1.4,-1.5
Rtt109 HAT inh,-3.7,.,3.4,.,-1.7,7.0,-10.6,25.2
PKA-R2B act,-1.5,-7.3,-6.4,3.2,-8.1,-8.1,6.0,-10.3
cardiac RTF act,-3.4,-3.6,-1.1,-5.8,21.8,-5.2,-4.8,2.5
SR-BI DiI-HDL act,26.5,27.9,-65.3,21.4,9.0,6.2,11.2,1.1
DAGLB inhibitor,0.9,0.0,-2.2,-1.4,-2.4,-1.4,-2.9,-0.7
Keap1-Nrf2 PPI,-2.6,0.2,0.1,-3.8,2.8,-1.2,-2.1,0.4
CAL PDZ FP-1,-3.2,-0.8,-6.2,-4.2,-1.3,-3.3,-0.8,4.8
CAL PDZ FP-2,-1.7,-1.5,0.4,1.0,-4.6,-0.7,-0.2,-0.5

(continued)
| entry | SMILES | C-LANA FP | Cardiac RTF inh | Rtt109 HAT inh | PKA-R2B act | cardiac RTF act | SR-BI DiI-HDL act | DAGLB inhibitor | Keap1-Nrf2 PPI | CAL PDZ FP-1 | CAL PDZ FP-2 |
| --- | --- | --- | --- | --- | --- | --- | --- | --- | --- | --- | --- |
| 25 | Cc1ccc(NC2=C(Cl)C(=O)OC2OC(C)C)cc1 (stereo not drawn) | -1.5 | 0.4 | 4.1 | 0.8 | 3.3 | -8.9 | 0.3 | -0.5 | -0.5 | -2.7 |
| 26 | COc1cc(OC)cc(-c2cn[nH]c2N)c1 | -0.9 | 0.3 | -0.6 | 4.6 | 6.9 | 9.5 | 0.6 | -7.8 | 0.3 | -1.2 |
| 27 | CCC(C)Sc1cc(C(F)(F)F)c(C(=O)Nc2ccc(Cl)cc2)cn1 (stereo not drawn) | 0.2 | -7.3 | 5.5 | -0.8 | 0.3 | -14.6 | -10.2 | -3.2 | . | -0.1 |
| 28 | COc1ccc(S(=O)(=O)N2CCC3(CC2)OCCN3S(=O)(=O)c2ccc(C)cc2)cc1OC | -1.2 | -19.9 | -6.5 | -1.2 | 7.3 | 24.3 | -3.3 | -2.2 | -1.4 | -0.9 |
| 29 | CCOC(=O)c1nn(-c2ccc(F)cc2)c2nc(CC(C)C)c(C#N)c(=O)n12 | 1.7 | -11.2 | 3.2 | -7.5 | 1.7 | -6.6 | -5.8 | -2.2 | . | 0.1 |
| 30 | Cc1ccsc1C(=O)OCC(=O)c1cc(C)n(CC2CCCO2)c1C (stereo not drawn) | 0.3 | 2.1 | 12.2 | -1.7 | -8.6 | 7.5 | -1.5 | 4.5 | -5.8 | -0.2 |
| 31 | C/C(=N\NC(=O)c1ccc(NS(=O)(=O)c2cccs2)cc1)c1ccc2ccccc2c1 | 1.0 | 6.5 | 5.3 | -7.2 | -4.7 | -75.7 | -2.4 | -2.2 | -3.0 | -1.8 |
| 32 | O=C(CSCc1ccccc1Br)N/N=C/c1ccc2c(c1)OCO2 | -0.3 | -10.3 | -9.4 | 8.9 | -0.4 | -12.6 | -0.4 | 0.1 | . | -1.5 |
| 33 | CCOc1ccc(NC(=O)C2CCCN2C(=O)OCc2ccccc2)cc1 (stereo not drawn) | 0.0 | -14.5 | 1.7 | -2.6 | 9.1 | -2.2 | 0.9 | 1.4 | -2.9 | -1.0 |
| 34 | COC(=O)C[C@H](NC(=O)Cn1cnc(C(=O)Nc2ccc(C)c(C)c2)n1)C(=O)OC | -0.3 | -8.2 | -1.4 | 2.0 | -3.4 | 1.0 | 0.1 | 3.0 | -2.2 | 2.3 |
| 35 | CC(=O)c1cccc(NC(=O)/C(=C\c2cccnc2)NC(=O)c2ccco2)c1 | 1.1 | 0.7 | -10.3 | 5.1 | -6.6 | 0.0 | 1.3 | 0.0 | -1.7 | -1.8 |
| 36 | Cc1ccccc1-n1c(SCC(=O)NCC2CCCO2)nnc1-c1ccncc1 (stereo not drawn) | -2.7 | -3.7 | -0.9 | -1.1 | 3.8 | 5.0 | -0.2 | 0.5 | 1.1 | 0.1 |
| 37 | C/C=C(\C)CN1CCC(n2nccc2NC(=O)CCOc2ccccc2)CC1 | 1.2 | -7.3 | 28.0 | -0.3 | 1.4 | 18.7 | -2.5 | 4.6 | 0.5 | -2.9 |
| 38 | Cc1nnc(Sc2nc3c(c(=O)n(C)c(=O)n3C)n2Cc2ccccc2Cl)s1 | 0.8 | -5.9 | 2.2 | 2.1 | 8.7 | -1.7 | -2.1 | -1.4 | 0.8 | -1.4 |
| 39 | COc1cccc(CNC(=O)CSC(=S)N2CCCC2)c1 | -0.1 | -12.6 | . | 3.1 | -4.1 | -5.7 | 1.3 | -0.5 | -3.7 | -1.5 |
| 40 | CC1=CC(C)(C)n2c(O)c(N=N)c3c(C)c(C)cc1c32 | 0.9 | 4.9 | 0.7 | -2.2 | -6.4 | . | -0.3 | 2.1 | -1.4 | -2.6 |
| 41 | COc1cccc(COc2ccccc2C2Nc3ccc(Br)cc3C(=O)N2NC(=O)c2ccncc2)c1 (stereo not drawn) | -1.3 | -2.8 | 1.5 | -2.4 | -3.1 | -9.8 | -2.4 | 1.8 | -3.1 | -0.2 |
| 42 | COc1cccc(C2NC(=O)NC(C)=C2C(=O)Nc2ccc(C)cc2)c1 (stereo not drawn) | -0.4 | -4.0 | -13.6 | -7.3 | 6.1 | -3.0 | 2.6 | -5.4 | . | -0.4 |
| 43 | Cc1cc(=O)[nH]c(N)n1 | 0.2 | -1.2 | -4.2 | 0.5 | -2.0 | 11.7 | -1.2 | 2.8 | -2.8 | -2.9 |
